Screening results: PubChem BioAssay, National Center for Advancing Translational Sciences (NCATS)
Mm-Cpn inhibitor: Inhibitors of TCP-1 ring complex (TRiC) of Methanococcus maripaludis (MmCpn): qHTS. purified Mm-Cpn ATPase, ADP Transcreener TR-FRET. hit rate 0.031% among 330,000. Chaperonin Mm-Cpn (Methanococcus maripaludis). Potency, µM (titrated, usually from 76.9 µM), without a hit: at the highest dose activity, negative = inhibition, actives largely listed as inhibitors; also: potency is read from the fitted curve at half-maximal effect; % is scaled to controls: 0 for no effect and ±100 for the full control effect; nearly all actives have a fitted effect of over 80% in size
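Eu-cryptate anti-ADP/ADP-d2 competition gives a ratio inversely related to ADP. Enzyme at 25 nM was pre-exposed to compound for 10 min, then given 10 uM ATP for 30 min, 37°C throughout.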
aSyn yeast inh: qHTS of alpha-syn Inhibitors | Yeast expressing alpha-synuclein, growth rescue, BacTiter-Glo, 24 h | Potency, µM (series often up to 46.1 µM), without a hit: top-dose growth rescue (activation), most hits filed as activators | hit rate 0.14% among 370,000 | AID 652106, 2013; also: potency is read from the fitted curve at half-maximal effect; % of control where 0% means no effect; nearly all actives have a fitted effect of over 65% in size
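Galactose-induced alpha-syn yeast (OD600=0.02, raffinose-pregrown) + pinned cpd, 24 hr, 30 deg C; growth by BacTiter-Glo luminescence. Growth restoration scores as activation.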
GLP-1R inv ag: qHTS of GLP-1 Receptor Inverse Agonists (Inhibition Mode) | hit rate 1.6% among 410,000 | Potency, µM (series often up to 38.3 µM), for the others: at the top dose activity change, negative = inhibition, hits mostly inhibitors | Glucagon-like peptide 1 receptor (Homo sapiens), P43220 | HEK293 GLP-1R CRE-luciferase, luminescence, 24 h; GLP-1R form is constitutively active; also: potency is read from the fitted curve at half-maximal effect; % is scaled to controls: 0 for no effect and ±100 for the full control effect; nearly all actives have a fitted effect of over 55% in size
Target sequence (P43220 whole entry, looked up): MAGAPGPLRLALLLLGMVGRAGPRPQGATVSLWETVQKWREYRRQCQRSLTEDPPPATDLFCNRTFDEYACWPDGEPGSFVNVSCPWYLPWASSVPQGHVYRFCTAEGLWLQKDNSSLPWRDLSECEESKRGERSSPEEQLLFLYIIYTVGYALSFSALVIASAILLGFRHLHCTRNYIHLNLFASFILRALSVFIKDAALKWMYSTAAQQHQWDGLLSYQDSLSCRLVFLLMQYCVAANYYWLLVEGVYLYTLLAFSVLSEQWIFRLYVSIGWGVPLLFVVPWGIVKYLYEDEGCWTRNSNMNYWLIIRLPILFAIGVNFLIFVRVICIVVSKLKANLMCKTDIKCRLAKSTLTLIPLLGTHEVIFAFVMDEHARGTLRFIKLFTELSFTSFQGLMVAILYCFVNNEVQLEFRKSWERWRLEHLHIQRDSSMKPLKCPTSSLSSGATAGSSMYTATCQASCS
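HEK293 cells stably co-expressing a cAMP-responsive luciferase reporter and constitutively active GLP-1R were seeded, incubated 12 h, then exposed to compounds for 24 h at 37 C. Luminescence was read 12 min after detection reagent; inverse agonists lower signal.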
TDP-43 yeast inh: qHTS of TDP-43 Inhibitors; Potency, µM (titrated, usually from 46.1 µM), without a hit: at the top dose growth rescue (activation), actives largely listed as activators; TDP-43 expressing yeast growth rescue, BacTiter-Glo, 24 h; hit rate 1.8% among 410,000; also: potency is read from the fitted curve at half-maximal effect; % of control where 0% means no effect; nearly all actives have a fitted effect of over 50% in size
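Growth rescue of TDP-43-toxic yeast measured as ATP luminescence (BacTiter-Glo). Cells grown to mid-log in raffinose, induced in galactose at OD600=0.02, exposed to compound 24 hr at 30 deg C.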
HEK293 tox: qHTS of GLP-1 Receptor Inverse Agonists: Cytotox Screen; hit rate 0.13% among 410,000; HEK293 cAMP-luciferase reporter cells, luminescence, 24 h; Potency, µM (top dose mostly 38.3 µM), inactives show at the highest dose activity change, negative = inhibition, actives largely listed as inhibitors;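 also: loss of luciferase light is scored as toxicity; potency is read from the fitted curve at half-maximal effect; % is scaled to controls: 0 for no effect and ±100 for the full control effect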
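1536-well qHTS counterscreen of the MLSMR; 200 cells/uL, 12 h pre-incubation, 23 nL cpd, 24 h at 37 deg C 5% CO2, luciferase detection reagent, 12 min RT, luminescence. Inhibition = undesired.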
FUS suppressor: qHTS for Suppressors of FUS Proteinopathy: Primary screen using FUS-linked yeast assay; Potency, µM (doses to about 76.6 µM), for the others: at the top dose growth rescue (activation), usual class: activators; hit rate 0.24% among 390,000; S. cerevisiae FUS-expressing, growth rescue, OD600, 24 h;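 also: potency is read from the fitted curve at half-maximal effect; plate controls were DMSO vehicle for no effect and reference control for full effect; nearly all actives have a fitted effect of over 55% in size; some results filed as inactive show a strong effect at the top dose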
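Steps: raffinose overnight preculture; dilution to OD 0.005 in 2% galactose minimal medium; compound addition (concentration series); 24hr at 30C, 99% humidity; absorbance read at 600 nm.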
PTHR1 ag: qHTS for PTHR1 Agonists: Primary Screen; hit rate 0.075% among 410,000; Parathyroid hormone/parathyroid hormone-related peptide receptor (Homo sapiens), Q03431; AID 743266, 2014; Potency, µM (titrated, usually from 115 µM), for inactives: top-dose activation, actives largely listed as activators; HEK293 GP2 PTHR1 cells, GloSensor cAMP luminescence, 1 h; also: potency is read from the fitted curve at half-maximal effect; nearly all actives have a fitted effect of over 55% in size; some results filed as inactive show a strong effect at the top dose; inactives centre near -15; many of its hits are not listed in these tables
Target sequence (Q03431 whole entry, looked up): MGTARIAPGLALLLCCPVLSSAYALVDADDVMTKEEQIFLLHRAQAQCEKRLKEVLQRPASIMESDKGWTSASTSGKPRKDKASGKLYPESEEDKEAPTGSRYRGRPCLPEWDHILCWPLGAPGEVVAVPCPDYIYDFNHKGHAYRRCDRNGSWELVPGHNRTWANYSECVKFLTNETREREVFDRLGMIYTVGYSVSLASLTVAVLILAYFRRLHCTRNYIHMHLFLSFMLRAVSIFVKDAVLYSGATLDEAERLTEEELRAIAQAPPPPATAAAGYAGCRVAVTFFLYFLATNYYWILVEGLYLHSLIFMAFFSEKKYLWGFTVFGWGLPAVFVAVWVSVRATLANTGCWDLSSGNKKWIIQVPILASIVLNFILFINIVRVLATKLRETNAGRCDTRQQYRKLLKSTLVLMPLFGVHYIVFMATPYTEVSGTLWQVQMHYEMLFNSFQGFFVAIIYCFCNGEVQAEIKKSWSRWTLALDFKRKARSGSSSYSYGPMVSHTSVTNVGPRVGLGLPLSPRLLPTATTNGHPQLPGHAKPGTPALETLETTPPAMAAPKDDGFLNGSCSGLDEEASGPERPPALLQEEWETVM
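HEK-293-derived GP2 cells expressing PTHR1 and a GloSensor cAMP reporter, 3,000/well, plated overnight, given luciferin plus IBMX (each 0.5 mM as added) for 1 h at 37 °C, then compound for 1 h at 37 °C. Luminescence was read after 15 min at room temperature.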
pAkt inh: HTS Assay for Inhibitors of Akt Phophorylation: Primary Screen; activity change, % for hits at 50 µM; Neuro2A IGF-stimulated pAkt S473 HTRF, 20 min; active compounds read low; hit rate 0.32% among 360,000; in the data active = activity change below about -80%; inconclusive = mostly about -51% to -80%; also: % is scaled to controls: 0 for no effect and ±100 for the full control effect
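Neuro2A cells in DMEM with 0.5% FBS, overnight at 37 deg C, given compound at single 50 µM final, then IGF (6 nM final) for 20 min at 37 deg C. Lysed; phospho-Akt Ser473 by HTRF after 24 h, 665/615 ratio.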
Abeta yeast res: qHTS for compounds that reverse cellular toxicity of Amyloid beta (A-beta) peptide in yeast: Primary Screen; Potency, µM (highest dose often 46.1 µM), for the others: top-dose growth rescue, usual class: activators; yeast expressing A-beta42, growth rescue, OD600, 48 h; response scale: 0% DMSO, 100% iron-clioquinol control; AID 1347071, 2019; hit rate 0.063% among 410,000; also: potency is read from the fitted curve at half-maximal effect; nearly all actives have a fitted effect of over 55% in size
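Growth rescue measured by 600 nm absorbance after 48 h yeast culture at 30 C with compound. Values normalized between DMSO and an equimolar ferric chloride plus clioquinol control.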
Numbers without * were called inactive; i = inactive; ? = inconclusive; / = no result given; & = joins results of further samples; [ ] = remark or other dose. Unless noted, calls follow the shape of the dose curve; as a rule, active = well fitted curve in the direction sought with a large enough effect; inconclusive = small, poorly fitted or top-dose-only effect, or another doubt; inactive = no such curve, though single readings can be large; an effect the other way counts as inactive or inconclusive.

SMILES | Mm-Cpn inhibitor | aSyn yeast inh | GLP-1R inv ag | TDP-43 yeast inh | HEK293 tox | FUS suppressor | PTHR1 ag | pAkt inh | Abeta yeast res
O=[N+]([O-])c1cccc(NC(=S)N2CCCC2)c1 | -6% | 0% | 20% | -4% | 1% | -3% | -6% | i | 7%
CC1=NN(C(=O)c2c(Br)c(C)nn2C)C(O)(C(F)(F)F)C1 (stereo not drawn) | -3% | -1% | ? | ? | -21% | / | -18% | i | 5%
C/C=N\NC(=O)COc1cc(C)ccc1C | -2% | 0% | -21% | -5% | -3% | -13% | -19% | i | -11%
CCCCC1CCCC12NC(=O)NC2=O (stereo not drawn) | -4% | -2% | 8% | -11% | 6% | -18% | i | i | -3%
O=S(=O)(c1ccc2c(c1)OCCO2)C1CCC(S(=O)(=O)c2c(F)cccc2F)CC1 (stereo not drawn) | 2%&-1% | / | / | / | / | -1% | i | / | 14%
NNC(=O)c1[nH]c2ccc(Br)cc2c1-c1ccccc1 | -6% | -6% | ? | ? | -17% | ? | -18% | i | 8%
CC1CCCCC1NC(=O)CN(C)S(=O)(=O)c1ccc2c(c1)c(=O)n(C)c(=O)n2C (stereo not drawn) | -5% | 1% | 17% | 24% | -11% | 1% | -14% | i | 7%
CCOc1ccc(NC(=O)c2cnn(-c3ccc(C)c(Cl)c3)c2C2CCNCC2)cc1 | / | -3% | 8.9µM* | 8% | ? | -7% | -12% | / | -2%
O=C(Nc1ccc(N2CCCCC2)cc1)c1ccccc1 | -1% | -24% | ? | -22% | -2% | -7% | -78%[inhibitor][57.5 µM] | i | -21%
CCOCCn1ccc2c(OCC(=O)Nc3ccc(OC)cc3OC)cccc2c1=O | -2% | 0% | 15% | -14% | -5% | 4% | i | i | 24%
O=C1Nc2cc(Cl)c(Cl)cc2N(O)N1c1ccc(Cl)c(Cl)c1 | 2% | 2% | 5% | -18% | -15% | -2% | -14% | i | -4%
COc1ccc(NC(=O)c2sc3nc(C)c(C(=O)Nc4ccc(C)cc4C)c(-c4cccs4)c3c2N)cc1 | / | / | 16% | 17% | 20% | 32% | -17% | / | 3%
CCOc1ccc(OCCC(=O)NNC(=O)c2ccncc2)cc1 | 1% | 27% | 16% | 13% | 1% | / | -22% | i | 1%
Oc1ccccc1N1CCN(c2ncccn2)CC1 | 0% | 6% | 2% | -7% | 7% | 14% | -5%[57.5 µM] | / | 16%
O=C(c1cnn2c(C(F)F)cc(-c3ccccc3)nc12)N1CCCCC1c1cccnc1 (stereo not drawn) | -4% | -7% | 33%[activator] | 8% | 5% | 18% | -12% | i | -19%
CCn1c2ccccc2c2cc(NC(=O)CSc3nnc(-c4cccc(C)c4)o3)ccc21 | 0% | 11% | ? | 5% | -22% | 29% | i | i | 19%
O=C(c1ccc2c3n(nc2c1)-c1ccc(Cl)cc1CO3)N1CCOCC1 | 0% | -7% | 16% | 16% | -11% | -9% | -51%[inhibitor] | i | 3%
Cc1cc(=O)[nH]c(N2CCc3ccccc3C2)n1 | 2% | 7% | 40%[activator] | -4% | -32% | 27% | i | i | 4%
COc1ccccc1/C=C/c1nc(C#N)c(N2CCCCC2)o1 | / | / | 7% | 26% | 118%[activator] | 26% | i | / | -30%
CC(=O)Nc1ccc(S(=O)(=O)N2CCN(CC(=O)N3CCOCC3)CC2)cc1 | 3% | 1% | 5% | -9% | 2% | -2% | 4% | i | -11%
CC(C)Nc1ncnc2c1cnn2Cc1ccccc1Cl | 1% | ? | ? | 9% | 3% | -20% | i | i | -3%
CN1CCN(CC(O)COc2ccc(C34CC5CC(CC(C5)C3)C4)cc2)CC1 (stereo not drawn) | -1% | -21% | ? | 10% | ? | ? | i | i | -76%[inhibitor]
COc1ccc(CNC(=O)CN(C(=O)c2csnn2)c2cccc3ccccc23)cc1 | -1% | 12% | ? | -2% | -14% | 22% | i | i | -3%
COc1ccc(CN(Cc2cc3cccc(C)c3[nH]c2=O)C(=O)N(C)C)cc1 | 1% | -6% | 2% | -12% | -17% | -3% | -18% | i | -7%
CCN(CC(=O)Nc1ccc(NC(C)=O)cc1)C(=O)c1ccccc1Sc1ccccc1C#N | 1% | -1% | 13% | 7% | 16% | 59% | -56%[inhibitor] | i | -15%

Full records, quoted from the list:
Entry for CCOc1ccc(NC(=O)c2cnn(-c3ccc(C)c(Cl)c3)c2C2CCNCC2)cc1 = Mm-Cpn inhibitor = /; aSyn yeast inh = -3%; GLP-1R inv ag = 8.9µM*; TDP-43 yeast inh = 8%; HEK293 tox = ?; FUS suppressor = -7%; PTHR1 ag = -12%; pAkt inh = /; Abeta yeast res = -2%
Entry for COc1ccccc1/C=C/c1nc(C#N)c(N2CCCCC2)o1 = Mm-Cpn inhibitor = /; aSyn yeast inh = /; GLP-1R inv ag = 7%; TDP-43 yeast inh = 26%; HEK293 tox = 118%[activator]; FUS suppressor = 26%; PTHR1 ag = i; pAkt inh = /; Abeta yeast res = -30%

The list continues:
SMILES | Mm-Cpn inhibitor | aSyn yeast inh | GLP-1R inv ag | TDP-43 yeast inh | HEK293 tox | FUS suppressor | PTHR1 ag | pAkt inh | Abeta yeast res
O=C(Nc1ccncc1)c1ccc2c(c1)C(=O)N(C1CCCCC1)C2=O | -8% | -2% | -25% | -9% | 3% | 29% | -60% | i | -14%
COCC(=O)Nc1ccc(F)cc1 | 2% | -1% | 16% | -25% | -4% | 20% | i | i | -7%
CC1(C(=O)Nc2cnc3ccccc3c2)CCN1Cc1ccc2ccccc2c1 (stereo not drawn) | / | 3% | ? | 21% | 4% | -6% | -31%[inhibitor] | i | -7%
CC(=O)Nc1ccc(Oc2ncccn2)c(Cl)c1 | -6% | 3% | 0% | 3% | 3% | 0% | i | i | 9%
Cc1c(/C(O)=C2/C(=O)C(=O)N(CCN3CCOCC3)C2c2cccs2)cnn1-c1ccccc1 (stereo not drawn) | -1% | -9% | -26% | 12% | 3% | -6% | i | i | 7%
CSc1ccc(CCNC(=O)c2cc(-c3ccccc3)c(N3CCOCC3)s2)cc1 | -12% | 8% | ? | 10% | -9% | 7% | i | i | 21%
COc1cccc(CC(=O)Nc2nc(-c3cc(OC)ccc3OC)cs2)c1 | -7% | 1% | -20% | -7% | 9% | -8% | i | i | 0%
Cn1c(CNC(=O)CNC(=O)Cc2ccc(F)cc2)cc(=O)n(C)c1=O | 1% | 2% | 3% | 5% | 3% | 6% | i | i | -4%
O=C(c1ccc(CSc2nc3ccncc3n2Cc2ccccc2)cc1)N1CCCCCC1 | / | / | ? | -6% | -3% | 15% | -32%[inhibitor] | / | -8%
O=C(CCl)N(O)c1ccc(C=Cc2ccccc2)cc1 | / | -6% | ? | 24% | ? | / | -7% | i | 0%
O=S(=O)(Nn1cnnc1)c1ccccc1 | 1% | -8% | 22% | -5% | 2% | 2% | ? | i | -8%
COCCN(C(=O)c1cc(S(=O)(=O)N2CCCCC2)ccc1Cl)c1c(N)n(CC(C)C)c(=O)[nH]c1=O | -2% | 2% | 1% | -15% | 6% | 10% | -2% | i | -11%
CCOC(=O)c1cc2c(=O)[nH]c(C(Cl)(Cl)Cl)nc2o1 | 3% | -2% | 12% | -3% | -4% | -2% | -22% | i | 10%
COc1ccc(CCN2CC(C(=O)NCc3cccc(F)c3)CCC2=O)cc1 (stereo not drawn) | / | 0% | 3% | 7% | 1% | -37% | -23% | i | 6%
CN(C(=O)CSc1nnc(COc2ccccc2)o1)c1ccccc1 | / | / | -20% | 7% | 1% | 1% | i | / | -1%
COc1ccccc1CNC(=O)CS(=O)(=O)c1cccc2nsnc12 | / | -1% | 14% | 29% | 1% | 1% | -27% | / | -3%
O=C(CCCN1C(=O)/C(=C/c2ccccc2Cl)SC1=S)NNC(=O)c1ccccc1Cl | 3% | 10% | ? | -3% | ? | ? | i | i | 13%
COc1ccc2oc(C(=O)OCC(=O)N(C)c3ccccc3)c(C)c2c1 | -1% | -1% | ? | -3% | -9% | 29% | i | i | 2%
CN1CCN(C(=O)CCn2c(=O)c3cccn3c3cccnc32)CC1 | 3% | 4% | 6% | -7% | -9% | 5% | i | i | 2%
O=S(=O)(Nc1cccc(-c2ccc(N3CCCCC3)nn2)c1)c1cccs1 | / | / | -16% | 11% | -14% | -5% | -26% | / | 8%
O=C1NC2(CCCCCC2)C(=O)N1Cc1ccccc1Br | 1% | 8% | ? | 25% | 7% | 2% | -4% | i | 31%
Cn1c(=O)n(Cc2ccc(Br)cc2)c2ccccc21 | 1% | ? | ? | ? | 8% | 21% | -18% | i | 15%
Cn1cnnc1SCC(=O)Nc1cccc(C(=O)O)c1 | 3% | / | 1% | 9% | -16% | -10% | i | / | 7%
O=C(Nc1cccc(C(F)(F)F)c1)N(Cc1ccc(Cl)cc1)CC(O)C(F)(F)F (stereo not drawn) | -3% | -24% | ? | 0% | ? | 9% | -31%[inhibitor] | i | 11%
O=C(Nc1ncccc1O)c1c(O)c2ccccc2[nH]c1=O | -1% | 0% | 8% | -13% | -13% | -14% | -12% | i | -3%

Some of the compounds tested, so the mix of outcomes need not match the whole.
